# PP1 counter = PP1-alpha phosphatase inhibitors, primary screen, counter-screen for PP5 inhibitor project, biochemical, fluorescence, OMFP substrate, single point; Serine/threonine-protein phosphatase PP1-alpha catalytic subunit (Homo sapiens), P62136; hit rate 0.9% among 320,000; inhibition, % at 6.7 µM; purified PP1alpha; AID 2235, 2010;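 active = inhibition above the mean inhibition of all tested compounds plus 3 SD, computed separately for each screening campaign, cut at about 15% in these data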
# JMJD2C inh = inhibitors of GASC-1 histone demethylase, primary screen, biochemical, fluorescence, DELFIA europium. GST-JMJD2C(1-420) H3K9me3 demethylation. hit rate 0.069% among 330,000. AID 2099, 2009. inhibition, % at 2.35 µM. Lysine-specific demethylase 4C (Homo sapiens), Q9H3R0;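 active = more than half of a compound's replicate wells show inhibition beyond 50%, single wells judged on their own value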;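 also: signal counts dimethyl H3K9 product captured on neutravidin plate; 0% = median of DMSO wells and 100% = 0.3 times that DMSO median; strong numbers were not always called active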
# HCV core dimer = inhibitors of HCV core protein dimerization, primary screen, biochemical, TR-FRET, high-throughput; TR-FRET GST/Flag-core106 dimerization, 1536-well; inhibition, % at 5 µM; hit rate 0.33% among 300,000;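 active = inhibition above the mean of all tested compounds plus 3 SD, set per screening campaign, cut at about 45% in these data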
#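 Assay system: Tagged HCV core106 pair (GST and Flag) | Buffer or medium: KF-containing HEPES buffer, pH 7.45, DTT, CHAPS, BSA | Also added: Eu donor and XL665 acceptor anti-tag antibodies | Dosing: One concentration, 5 µM, in 0.5% DMSO | Timing: 4 h at 22.5 °C | Technique: TR-FRET 671 and 617 nm emission | Repeats: Singlicate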
# PP5 inh = PP5 phosphatase inhibitors, primary screen, biochemical, fluorescence; Serine/threonine-protein phosphatase 5 (Homo sapiens), P53041; purified PP5c, OMFP substrate fluorescence; inhibition, % at 6.7 µM; hit rate 0.18% among 320,000; AID 1987, 2009;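 active = inhibition above the campaign's mean inhibition across all tested compounds plus 3 SD, cut at about 9.5% in these data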;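 also: 0% = DMSO only and 100% = 100 µM cantharidin control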
# procasp7 counter = procaspase-7 activators, primary screen, counter-screen for procaspase-3 activator project, biochemical, absorbance, HTS, human. Caspase-7 (Homo sapiens), P55210. recombinant procaspase-7, Ac-DEVD-pNA absorbance 405 nm; D23A/D198A/D206A triple mutant, cannot self-cleave; scale: DMSO 0, 5 µM enzyme 100. activation, % at 8.5 µM. hit rate 0.093% among 330,000. AID 463210, 2010;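 active = percent activation above the screen-wide mean plus 3 SD, cut at about 25% in these data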
#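 Assay system – Uncleavable procaspase-7 mutant enzyme · Quantity – 2 µM procaspase-7 mutant as dispensed · Times – 1 h preincubation, 2 h reaction · Dosing – single nominal 8.5 µM compound dose, 0.8% DMSO final · Buffer or medium – Zinc-free 50 mM HEPES buffer, pH 7.4, with NaCl and Triton X-100 · Detection – Epi-absorbance of released pNA at 405 nm, two timepoints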
# VLA-4 inh = inhibition in human VLA-4 binding assay, primary screen, VLA-4 allosteric modulator project, MLPCN library, flow cytometry, VLA-4 expressing cells; inhibition, % (about 7 µM as worked out from the volumes in the protocol); hit rate 0.2% among 330,000; Integrin alpha-4 (Homo sapiens), P13612; ligand binding flow cytometry; in the data active = inhibition above about 50%
# GRK2 aptamer HTS = compounds blocking aptamer binding on GRK2 – biochemical, human GRK2, bead flow cytometry, HTS, primary screen; Beta-adrenergic receptor kinase 1 (Homo sapiens), P25098; FAM-aptamer displacement from GRK2; inhibition of aptamer binding, % at 10 µM; hit rate 0.59% among 330,000; AID 488847, 2010;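 active = inhibition of aptamer binding above 40%, roughly 3 SD of noise, on plates passing a quality check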;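 also: median bead fluorescence of bound FAM aptamer so fluorescent compounds give negative values; no value below 0 was filed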
# Target sequence (P25098 whole entry, looked up): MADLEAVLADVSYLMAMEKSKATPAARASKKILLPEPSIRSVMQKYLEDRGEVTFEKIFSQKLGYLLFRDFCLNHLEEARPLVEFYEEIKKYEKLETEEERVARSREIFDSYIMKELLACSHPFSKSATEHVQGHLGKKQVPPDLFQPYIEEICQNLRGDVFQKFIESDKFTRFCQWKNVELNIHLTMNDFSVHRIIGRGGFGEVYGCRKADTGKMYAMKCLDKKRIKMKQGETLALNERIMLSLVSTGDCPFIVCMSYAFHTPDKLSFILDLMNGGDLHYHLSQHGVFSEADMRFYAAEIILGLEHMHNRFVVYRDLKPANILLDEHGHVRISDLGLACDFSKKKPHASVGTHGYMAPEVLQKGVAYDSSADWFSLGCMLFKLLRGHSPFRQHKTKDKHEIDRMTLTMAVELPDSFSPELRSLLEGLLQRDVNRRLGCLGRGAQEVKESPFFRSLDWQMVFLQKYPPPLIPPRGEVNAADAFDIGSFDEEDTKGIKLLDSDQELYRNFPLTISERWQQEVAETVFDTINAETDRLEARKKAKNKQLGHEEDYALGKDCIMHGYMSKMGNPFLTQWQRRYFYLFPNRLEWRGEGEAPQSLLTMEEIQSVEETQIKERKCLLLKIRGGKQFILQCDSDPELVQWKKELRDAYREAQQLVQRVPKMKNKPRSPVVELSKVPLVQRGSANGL
# CTSL1 counter = Fasciola hepatica cathepsin L1 inhibitors, primary screen, counter-screen for PFM18AAP inhibitor project, biochemical, QFRET, fluorogenic peptide substrate; inhibition, % at 5.96 µM; hit rate 0.49% among 300,000; recombinant F. hepatica cathepsin L1, Z-Leu-Arg-MCA fluorescence;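 active = inhibition above the mean of all tested compounds plus 3 SD, set per screening campaign, cut at about 17% in these data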;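 also: 0% = plate median of test compound wells and 100% = 1 µM Z-Phe-Ala-diazomethylketone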
# proCasp3 act = activators of human procaspase-3 D3A mutant, primary screen, biochemical, absorbance, PC-3 D3A mutant, single concentration; recombinant procaspase-3 D3A, Ac-DEVD-pNA absorbance 405 nm; activation, % at 8.5 µM; Caspase-3 (Homo sapiens), P42574; hit rate 0.11% among 330,000; AID 463141, 2010;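 active = activation above the mean of all tested compounds plus 3 SD, cut at about 21% in these data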;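 also: 0% = DMSO alone and 100% = DMSO wells spiked with extra 5 µM PC-3 D3A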
# Target sequence (P42574 whole entry D9A/D28A/D175A): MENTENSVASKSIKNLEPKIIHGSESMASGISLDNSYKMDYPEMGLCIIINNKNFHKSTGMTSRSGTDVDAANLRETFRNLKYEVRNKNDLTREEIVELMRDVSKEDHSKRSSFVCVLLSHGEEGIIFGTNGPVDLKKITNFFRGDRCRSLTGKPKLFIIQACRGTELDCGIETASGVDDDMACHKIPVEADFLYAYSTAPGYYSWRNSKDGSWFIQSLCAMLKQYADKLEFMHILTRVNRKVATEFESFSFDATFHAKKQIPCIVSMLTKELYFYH
#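 Test system: Procaspase-3 D3A mutant; medium: Zinc-free HEPES/NaCl buffer with 0.01% Triton X-100 at pH 7.4; reagent: DEVD-pNA substrate; doses: one concentration, 8.5 µM nominal, 0.8% DMSO; times: 1 h preincubation plus 2 h reaction at 25 °C; signal: Epi-absorbance at 405 nm of released p-nitroaniline, 0 and 120 min; replicates: singlicate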
# Starred values were filed as active, the others as inactive; . = no result given; & = joins results of further samples.
# The line under a structure holds: GRK2 aptamer HTS	procasp7 counter	HCV core dimer	JMJD2C inh	PP5 inh	VLA-4 inh	proCasp3 act	CTSL1 counter	PP1 counter
- COc1ccc(S(=O)(=O)N(CC(=O)NCc2ccco2)c2ccc(F)cc2)cc1
  0.0	-5.2	3.0	-23.7	2.3	-1.0	-0.2	-3.3	0.3
- O=C(Cn1nc(C(=O)O)c2ccccc2c1=O)Nc1cccc(S(=O)(=O)N2CCOCC2)c1
  1.0	0.0	.	-2.1	0.0	9.1	3.0	.	-6.1
- COc1ccc(Nc2ccc(S(=O)(=O)N3CCCCCC3)cc2[N+](=O)[O-])cc1
  1.0	2.9	10.4	21.8	0.7	24.6	8.8	-2.6	3.9
- CC1=CC(C)(C)NC(=S)N1NC(=O)c1ccccc1Cl
  1.0	-4.1	2.2	3.8	2.7	9.0	-1.1	-2.5	-3.9
- CCCCn1c(N)c(N(CC(C)C)C(=O)c2cccc(OCc3ccccc3)c2)c(=O)[nH]c1=O
  0.0	-0.5	-4.0	-21.9	3.6	10.6	4.1	2.0	1.6
- COc1ccc(CN(C(=O)CN2C(=O)C(C)Oc3ccccc32)C2CCCC2)c(OC)c1 (stereo not drawn)
  2.0	1.4	4.7	1.6	4.0	4.9	4.8	-0.7	-0.2
- COc1ccc2c(c1OC)C(=O)N(c1cccc(NC(C)=O)c1)C2
  0.0	8.3	12.6	-3.1	-0.7	13.3	-6.2	-6.9	-2.0
- COc1cc(/C=C2/C(=O)NN(c3cccc(F)c3)C2=O)ccc1OC(=O)c1ccco1
  2.0	-2.9	13.0	4.5	-2.0	27.7	5.5	-1.1	-0.7
- O=S(=O)(c1ccc(Cl)cc1)c1cc(O)ccc1O
  4.0	0.5	-3.3	1.7	1.1	15.6	2.4	-2.6	0.4
- O=C(CN1C(=O)NC2(CCCC2)C1=O)Nc1ccc(Cl)c(C(F)(F)F)c1
  1.0	3.3	4.7	8.6	4.3	1.4	3.9	-1.3	1.1
- CCOC(=O)N1CCN(c2cc(C)nc3nc(C)nn23)CC1
  11.0	8.9	-0.8	-12.3	4.6	13.7	6.8	-8.7	-5.8
- COC(=O)c1ccccc1NC(=O)C1CCN(C(=O)N2CCOc3ccccc32)CC1
  0.0	0.3	21.2	-4.0	2.2	7.9	4.2	-0.5	-1.0
- COCCN(C(=O)CSc1nnc(-c2ccc(Cl)cc2)o1)c1c(N)n(CC(C)C)c(=O)[nH]c1=O
  5.0	-1.2	-6.9	-2.2	0.4	-2.0	3.6	5.1	-2.0
- COc1ccccc1CC(=O)Nc1ccc(O)cc1C(=O)O
  2.0	-3.0	1.6	2.4	-0.4	1.6	-0.4	-2.0	0.7
- COC(=O)[C@@H](N)Cc1ccc(O)c(O)c1
  1.0	-22.4	-1.1	31.6	0.6	-1.1	-25.7	2.7	-2.8
- Cc1ccc2c(c1)C(c1ccccc1)N(C(=O)c1ccc(F)cc1)CC(=O)N2 (stereo not drawn)
  0.0	-0.2	0.1	3.6	-4.7	6.7	3.0	4.3	1.1
- COc1ccc(C(=O)c2c3ccc([N+](=O)[O-])cc3[n+]([O-])n2CCCC(N)=O)cc1
  0.0	-3.6	-7.8	0.5	5.8	-13.4	10.8	0.9	6.5
- FC(F)(F)c1cccc(-c2nnc(-c3ccccc3)c(N3CCOCC3)n2)c1
  1.0	1.9	-0.8	13.2	5.1	.	-0.8	17.4*	-2.0
- O=C(c1cccc(S(=O)(=O)NCc2ccccc2)c1)N1CCCC1
  0.0	-0.3	-2.3	1.3	-1.9	3.1	5.3	-2.2	-3.2
- COc1ccc(-c2cc(C(=O)Nc3cccnc3Cl)no2)cc1OC
  0.0	0.1	-7.0	2.0	1.1	-9.4	10.1	0.3	-1.2
- CNS(=O)(=O)c1cccc(C(=O)NCC2CCCCC2)c1
  8.0	1.7	0.6	13.2	0.5	0.6	5.6	1.2	-1.1
- CC(=O)c1nn(-c2cccc(C)c2)cc1C(=O)c1cccc(Br)c1
  1.0	-2.2	5.6	11.3	-0.1	4.4	-0.8	0.2	-4.3
- COc1ccc(C2N3CC4(C)CN2CC(C)(C3)C4=O)cc1OC (stereo not drawn)
  0.0	3.9	-0.4	-1.3	2.8	8.1	4.8	1.2	-4.2
- S=C(NCCN1CCOCC1)Nc1ccc(Br)cc1
  0.0	-0.7	-0.9	2.5	4.4	15.8	3.8	1.1	3.9
- COc1cccc(CN2CCN(C(=O)c3ccc(-c4ccccc4)cc3)CC2)c1
  4.0	-6.1	4.0	-15.2	1.7	0.4	-3.8	1.3	4.8
- O=CN/N=C/c1c(O)ccc2ccccc12
  4.0	-71.1	-0.4	8.0	-1.2	5.1	-52.4	-6.0	-4.1
- O=C(CCn1cccn1)N1CCCC(N2CCN(c3cccc(C(F)(F)F)c3)CC2)C1 (stereo not drawn)
  0.0	-2.2	7.6	6.0	-0.9	-4.0	1.5	-2.1	-3.0
- COc1ccc(-n2c(Cc3cccn3C)nnc2SCC(=O)Nc2cccc(OC)c2)cc1
  0.0	-2.0	5.1	-3.6&2.8	0.6	-1.6	-0.4	2.4	-0.1
- O=C(Nc1cccc(Cl)c1)Nc1ccc2c(c1)C(=O)OC2
  0.0	5.8	-4.7	-13.6	-0.1	19.0	0.0	5.2	-0.5
- CCCCN1CCNC1=S
  0.0	-3.0	6.1	0.2	2.3	3.4	9.1	-2.4	-1.8
- Cc1cc(OCC(=O)NCc2ccccn2)c2c(C)cc(=O)oc2c1
  0.0	3.9	1.4	27.1	-1.4	-10.3	4.0	-0.6	-4.6
- CCNC(=O)CN(C1CCCCC1)S(C)(=O)=O
  0.0	4.3	-1.6	-0.6	3.0	22.5	8.4	-2.5	-2.8
- O=[N+]([O-])c1cc(C(F)(F)F)cc([N+](=O)[O-])c1NN=C1CCCCC1
  0.0	-26.5	5.4	2.4	3.2	8.5	-8.2	2.7	-1.0
- Cc1cccc(N2CC(C(=O)Nc3nc4ccc(S(C)(=O)=O)cc4s3)CC2=O)c1C (stereo not drawn)
  3.0	-5.7	7.0	16.7	3.0	-9.8	-1.7	3.5	2.8
- CN1CCN(c2ccc(Cl)cc2NC(=O)c2ccc(=O)n(C)n2)CC1
  4.0	5.3	1.2	3.6	2.0	-3.4	0.7	-0.9	-0.1
- CC(C)n1nnnc1SCC(=O)NC1CCCC1
  1.0	3.4	-2.6	3.2	2.2	5.3	2.5	-0.7	4.2
- O=C(Nc1ccccc1C(=O)NC1CC1)c1ccccc1
  0.0	0.1	.	2.0	-1.1	-9.0	0.3	.	2.4
- O=C(c1cccs1)N1CCCc2ccccc21
  0.0	1.3	-1.8	-3.2	2.1	-5.8	4.2	7.1	-5.6
- CCNc1nc(NC(C)C)nc(OCCOC(=O)c2ccccc2)n1
  0.0	-8.8	-5.4	-17.7	2.6	-7.2	9.7	1.1	0.6
- Cc1cc(C)c(S(=O)(=O)NCC2CCC(C(=O)NCCCN3CCC(C)CC3)CC2)c(C)c1 (stereo not drawn)
  0.0	9.8	-11.6	2.5	1.9	-6.2	-2.6	-2.5	-4.5
- O=C(c1ccc(Br)o1)N1CCN(CCc2ccncc2)CC1
  0.0	9.8	11.7	-14.5	-0.5	6.4	-0.6	1.5	-3.4
- Fc1ccccc1NC(=S)N/N=C/c1ccccc1Br
  2.0	8.9	3.9	2.0	-1.1	-4.9	-4.6	1.9	1.3
- COc1ccc(-c2cc(C(F)(F)F)n3nc(C(=O)N4CCCCC4)cc3n2)cc1
  0.0	-1.4	7.6	-5.8	-0.1	14.9	-4.6	5.1	-4.2
- COC(=O)N=Nc1c(O)n(Cc2ccccc2)c2ccccc12
  3.0	-0.8	1.3	2.2	1.0	0.5	2.3	0.6	-3.0
- CCC1CCCCN1S(=O)(=O)c1ccc2c(c1)CCN2C(C)=O (stereo not drawn)
  0.0	6.5	2.2	1.4	-1.1	3.1	3.1	3.5	-2.9
- O=C(c1cccc(C(F)(F)F)c1)N1CCCC1
  0.0	0.2	-6.7	37.6	-3.9	12.3	11.4	0.2	-5.0
- On1nnc2cc(C(F)(F)F)ccc21
  0.0	-12.6	0.3	-30.9	-0.4	16.9	0.9	0.0	-0.5
- Cc1ccccc1CS(=O)(=O)c1nnc([C@H](Cc2ccccc2)NC(=O)OC(C)(C)C)o1
  1.0	-19.7	-1.5	-5.9	1.5	43.9	-16.3	28.9*	-0.8
- Cc1ccc(S(=O)(=O)CCC(=O)Nc2ccc(S(=O)(=O)N(C)C)cc2)cc1
  1.0	7.0	1.0	9.4	-0.9	2.3	-4.6	-3.6	2.6
- COC1Cc2ccccc2N(C(N)=O)c2ccccc21 (stereo not drawn)
  4.0	5.9	-4.8	4.7	-1.6	1.4	0.9	-2.3	-2.4
- COc1ccc(N=C/C=C2/C=C(c3ccccc3)OC(C)(C)O2)cc1
  0.0	-20.8	3.3	28.8	1.1	6.6	-12.4	2.2	3.1
- CC(=O)N/N=C/c1ccc(OCCOc2ccc(Br)cc2)cc1
  0.0	7.8	-6.9	5.3	0.5	-18.5	-3.2	-1.4	2.3
- Cc1cc(Cl)ccc1OC(C)C(=O)NCCCn1ccnc1 (stereo not drawn)
  0.0	5.5	-6.8	-1.2	-2.1	12.1	5.0	0.2	-1.4
- CCOc1cc(CNCCCN2CCOCC2)cc(Br)c1OCC(=O)Nc1cccc(C(F)(F)F)c1
  0.0	4.0	-7.7	4.9	0.1	23.7	-7.6	0.7	12.5
- COCCn1c(NC(=S)NC(=O)C23CC4CC(CC(C4)C2)C3)cc(=O)[nH]c1=O
  0.0	5.3	10.7	1.9	-1.2	0.1	-1.2	-2.3	-7.9
- COc1ccc(CC(=O)Nc2cc(C)ccc2O)cc1OC
  1.0	-1.5	-1.3	7.0	-0.5	2.3	0.9	1.3	0.1

# This is a random part of the collection; 2.6% or so of the library scored in one or more.
